Screens deposited in PubChem by National Center for Advancing Translational Sciences (NCATS).
CHX counter = counter-screen hit for Shiga toxin inhibitors, cycloheximide; 300,000 tested, 12% active; max response, %; cell reporter, cycloheximide protein synthesis inhibition counterscreen; in the data active = max response mostly above about 13%, no sharp cut-off; inactive = mostly below about 14%; note: read at 38.3 µM for the half of the compounds with a filed dose; 0% is about no effect
LmPK inhibitor = inhibitors of Leishmania mexicana pyruvate kinase; purified LmPK, Kinase-Glo ATP luminescence, 1 h; Potency, µM (doses to about 57.5 µM), without a hit: top-dose activity change, negative = inhibition, most hits filed as inhibitors; 290,000 tested, 0.37% active; note: potency is the fitted concentration of half-maximal effect; % is set by controls: 0 for no effect and ±100 for the full control effect
Target sequence (Q27686 whole entry, looked up): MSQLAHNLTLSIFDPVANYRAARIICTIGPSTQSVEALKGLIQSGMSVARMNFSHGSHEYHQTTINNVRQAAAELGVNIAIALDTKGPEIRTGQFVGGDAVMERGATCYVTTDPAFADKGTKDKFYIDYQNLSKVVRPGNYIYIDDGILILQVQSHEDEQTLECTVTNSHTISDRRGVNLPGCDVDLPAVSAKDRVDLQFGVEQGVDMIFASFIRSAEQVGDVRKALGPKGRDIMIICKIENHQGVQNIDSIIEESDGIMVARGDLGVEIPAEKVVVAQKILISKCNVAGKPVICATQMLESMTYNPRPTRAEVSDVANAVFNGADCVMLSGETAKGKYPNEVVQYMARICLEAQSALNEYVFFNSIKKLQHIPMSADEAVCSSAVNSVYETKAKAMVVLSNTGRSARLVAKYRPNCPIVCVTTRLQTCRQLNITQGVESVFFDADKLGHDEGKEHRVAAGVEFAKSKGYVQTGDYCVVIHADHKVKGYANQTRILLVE
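Pyruvate kinase activity monitored as ATP production (luciferase luminescence). Conditions: 0.1 nM enzyme, 0.5 mM PEP, 0.1 mM ADP, 1 h, RT; normalized against uninhibited and no-enzyme wells.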
Pf growth 96h = P. falciparum growth inhibition at 96 hours; P. falciparum luciferase reporter growth, 96 h; Potency, µM (doses to about 28.7 µM), without a hit: at the highest dose activity change, negative = inhibition, usual class: inhibitors; 320,000 tested, 6.9% active; AID 504834; note: potency is the fitted concentration of half-maximal effect; % is set by controls: 0 for no effect and ±100 for the full control effect
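Erythrocytes infected with luciferase-expressing P. falciparum were dispensed at 2% hematocrit and 0.05% parasitemia (final), then incubated with compounds 96 hours at 37 C in 5% CO2. Luminescence after detection reagent addition reported growth.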
AmpC no deterg = inhibitors of E. coli AmpC beta-lactamase without detergent; P00811; AmpC nitrocefin hydrolysis, absorbance 480 nm, 0.0001% Triton; Potency, µM (highest dose often 57.1 µM), for the others: at the top dose activity change, negative = inhibition, most hits filed as inhibitors; 330,000 tested, 0.52% active; AID 485341;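 note: potency is the fitted concentration of half-maximal effect; plate controls were no compound for no effect and no enzyme for full effect; nearly all actives have a fitted effect of over 20% in size; some results filed as inactive show a strong effect at the top dose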
Target sequence (P00811 whole entry, looked up): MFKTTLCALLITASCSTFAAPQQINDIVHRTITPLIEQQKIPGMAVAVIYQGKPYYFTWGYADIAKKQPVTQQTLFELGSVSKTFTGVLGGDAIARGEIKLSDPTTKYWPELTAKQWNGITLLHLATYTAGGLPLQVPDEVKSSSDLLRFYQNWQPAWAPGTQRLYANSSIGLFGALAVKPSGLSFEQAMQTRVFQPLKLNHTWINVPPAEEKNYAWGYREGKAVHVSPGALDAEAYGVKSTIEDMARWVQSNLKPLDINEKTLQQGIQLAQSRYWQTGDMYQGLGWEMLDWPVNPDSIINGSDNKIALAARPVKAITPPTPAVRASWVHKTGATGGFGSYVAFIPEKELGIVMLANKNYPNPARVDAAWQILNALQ
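20 mM phosphate pH 7.0 + 0.01% (detergent screen) or 0.0001% Triton X-100; 5.3 nM AmpC reagent; cpd preinc 15 min RT; nitrocefin (800 uM stock) to start; A480 q20 s × 4 min; Activity was normalised to no-enzyme and no-compound control wells.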
Shiga toxin inh = inhibitors of Shiga toxin in Vero cells; 290,000 tested, 9.2% active; Vero cells, Shiga toxin protein synthesis inhibition reporter; inhibition, % at 38.7 µM; in the data active = inhibition mostly above about 28%, no sharp cut-off; inactive = mostly below about 43%; note: 0% is about no effect
Tb PYK inh = inhibitors of Trypanosoma brucei pyruvate kinase | TbPYK enzyme, Kinase-Glo Plus ATP luminescence, 45 min | 410,000 tested, 0.12% active | Potency, µM (highest dose often 76.8 µM), for inactives: top-dose activity, negative = inhibition, hits mostly inhibitors; note: potency is the fitted concentration of half-maximal effect; % is set by controls: 0 for no effect and ±100 for the full control effect; nearly all actives have a fitted effect of over 50% in size
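Luminescent Kinase-Glo Plus end-point after 45 min room-temperature reaction of T. brucei pyruvate kinase started with 130 uM ADP (final). Buffer TEA 50 mM pH 7.2 with KCl, MgCl2, BSA, Tween-20; titration-based qHTS with fitted concentration-effect curves.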
Pf growth 48h = P. falciparum growth inhibition at 48 hours (one generation); Potency, µM (series often up to 28.7 µM), for inactives: top-dose activity change, negative = inhibition, hits mostly inhibitors; P. falciparum luciferase growth in erythrocytes, 48 h; 310,000 tested, 5.9% active; note: potency is the fitted concentration of half-maximal effect; % is set by controls: 0 for no effect and ±100 for the full control effect
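Read-out is firefly luciferase luminescence from an integrated reporter in P. falciparum, so falling signal marks reduced parasite growth. Infected erythrocytes were at 2% hematocrit and 0.1% parasitemia (final) in Albumax-supplemented RPMI 1640.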
An asterisk follows results filed as active; [ ] = remark or other dose. Unless noted, calls come from the whole dose curve; as a rule, active = well fitted curve in the direction sought with a large enough effect; inconclusive = small, poorly fitted or top-dose-only effect, or another doubt; inactive = no such curve, though single readings can be large; an effect the other way counts as inactive or inconclusive.

How did CSc1ccc(CCNC(=O)C2CCCN(c3nn4c(=O)cc(C)nc4s3)C2)cc1 (stereo not drawn) do in these assays?
CHX counter: -2; LmPK inhibitor: 1%; Pf growth 96h: -13%; AmpC no deterg: 67%[activator]; Shiga toxin inh: -9; Tb PYK inh: -20%; Pf growth 48h: inconclusive

Results for Cc1noc(C)c1COc1ccc(C(=O)NCC2CCCO2)cc1 (stereo not drawn) ?
CHX counter: -2; LmPK inhibitor: 4%; Pf growth 96h: inconclusive; AmpC no deterg: 3%; Shiga toxin inh: -19; Tb PYK inh: -11%; Pf growth 48h: 7%

How did Cc1cccnc1Sc1c([N+](=O)[O-])ncn1C do in these assays?
CHX counter: -3; LmPK inhibitor: -2%; Pf growth 96h: 0%[5.75 µM]; AmpC no deterg: -4%; Shiga toxin inh: -15; Tb PYK inh: 6%; Pf growth 48h: -3%

What do the screens show for `COc1ccc(N2C(=O)[C@@H]3[C@H](C2=O)[C@H]2c4ccccc4C=CN2[C@@H]3C(=O)Nc2ccccc2)cc1`?
CHX counter: 9; LmPK inhibitor: 6%; Pf growth 96h: 9.3µM*; AmpC no deterg: -29%; Shiga toxin inh: -7; Tb PYK inh: 0%

Results for Cc1c(C)c2cc(Cl)c(OCC(=O)N3CCN(c4ccc(F)cc4)CC3)cc2oc1=O ?
CHX counter: -2; LmPK inhibitor: 1%; Pf growth 96h: -1%; AmpC no deterg: -11%; Shiga toxin inh: -9; Tb PYK inh: -5%; Pf growth 48h: 8%

What do the screens show for `Cc1ccc(-n2c(SCC(=O)NC3CCS(=O)(=O)C3)nc3ccccc3c2=O)cc1` (stereo not drawn)?
CHX counter: 5; LmPK inhibitor: -4%; Pf growth 96h: -14%; AmpC no deterg: -10%; Shiga toxin inh: -3; Tb PYK inh: -8%; Pf growth 48h: 56%[activator]

Results for CC(=O)Nc1ccc(S(=O)(=O)N(C)c2ccc(OCC(=O)OCC(=O)N3CCCCC3)cc2)cc1 ?
CHX counter: 10; LmPK inhibitor: -2%; Pf growth 96h: -3%; AmpC no deterg: 97%[activator]; Shiga toxin inh: -2; Tb PYK inh: -1%; Pf growth 48h: 19%

Results for CCN1CCN(c2c(Cl)cccc2NC(=O)c2ccc([N+](=O)[O-])cc2)CC1 ?
CHX counter: -9; LmPK inhibitor: 0%; Pf growth 96h: 10%; AmpC no deterg: -19%; Shiga toxin inh: -13; Tb PYK inh: 1%; Pf growth 48h: -39%[1.15 µM]

How did COC(=O)C1CCN(C(=O)C2CCN(C(=O)[C@@H](NS(=O)(=O)c3ccc(C)cc3)C(C)C)CC2)CC1 do in these assays?
CHX counter: -1; LmPK inhibitor: -11%; Pf growth 96h: inconclusive; AmpC no deterg: 189%[activator]; Shiga toxin inh: 4; Tb PYK inh: -3%; Pf growth 48h: inconclusive

What do the screens show for `CC(=O)c1ccc(N(C(=O)c2ccco2)C(C(=O)NC2CCCC2)c2ccc(N3CCOCC3)cc2)cc1` (stereo not drawn)?
CHX counter: 9; LmPK inhibitor: 3%; Pf growth 96h: inconclusive; AmpC no deterg: 1%; Shiga toxin inh: 12; Tb PYK inh: -2%; Pf growth 48h: inconclusive

What do the screens show for `CCCCCOc1ccc(C(=O)Nc2ccc(S(=O)(=O)Nc3cc(C)on3)cc2)cc1`?
CHX counter: -4; LmPK inhibitor: 12%; Pf growth 96h: 1%; AmpC no deterg: -16%; Shiga toxin inh: -4; Tb PYK inh: -12%; Pf growth 48h: -11%

Results for C/C(=N\NC(=O)c1ccc(CN2CCOCC2)cc1)c1ccc([N+](=O)[O-])cc1 ?
CHX counter: -1; LmPK inhibitor: -2%; Pf growth 96h: 31%[activator]; AmpC no deterg: -23%; Shiga toxin inh: 5; Tb PYK inh: -4%; Pf growth 48h: 1%

Results for CCCNC(=O)c1ccc(N2CCC3(CC2)CC(c2ccccc2)=NO3)c(NC(=O)c2cccc(OC)c2)c1 ?
CHX counter: 1; LmPK inhibitor: -2%; Pf growth 96h: 2.1µM*; AmpC no deterg: -39%; Shiga toxin inh: -3; Tb PYK inh: -6%; Pf growth 48h: inconclusive

How did O=C(Cc1ccccc1)Nc1nnc(-c2ccccc2)o1 do in these assays?
CHX counter: -1; LmPK inhibitor: -4%; Pf growth 96h: -18%; AmpC no deterg: -8%; Shiga toxin inh: 15; Tb PYK inh: 0%; Pf growth 48h: -13%

How did O=C1NC(=O)C(=Cc2ccc(N3CCN(C(=O)c4ccccc4)CC3)c([N+](=O)[O-])c2)C(=O)N1 do in these assays?
CHX counter: -5; LmPK inhibitor: 17%; Pf growth 96h: inconclusive; AmpC no deterg: -19%; Shiga toxin inh: -9; Tb PYK inh: inconclusive; Pf growth 48h: 4%

What do the screens show for `Cn1c(=O)[nH]c(=O)c2c1nc(CN1CCN(c3cccc(Cl)c3)CC1)n2CCN1CCOCC1`?
CHX counter: 1; LmPK inhibitor: 5%; Pf growth 96h: 11%; AmpC no deterg: 0%; Shiga toxin inh: 10; Tb PYK inh: -11%; Pf growth 48h: -30%

What do the screens show for `CC(=O)c1cc2c(cc1NC(=O)CCc1ccccc1)OCO2`?
CHX counter: 24*; LmPK inhibitor: 1%; Pf growth 96h: 18%; AmpC no deterg: -18%; Shiga toxin inh: 4; Tb PYK inh: 6%; Pf growth 48h: 4%

Results for CSc1ccc(/C=C(\C#N)C(=O)Nc2cccc(C)c2)cc1 ?
CHX counter: 22*; LmPK inhibitor: -6%; Pf growth 96h: inconclusive; AmpC no deterg: -45%; Shiga toxin inh: 36; Tb PYK inh: -9%; Pf growth 48h: 2%

What do the screens show for `CC1(C)CC(=O)C(C=NCCc2ccc(S(N)(=O)=O)cc2)=C(O)C1`?
CHX counter: -2; LmPK inhibitor: -3%; Pf growth 96h: 20%; AmpC no deterg: -25%; Shiga toxin inh: -10; Tb PYK inh: -2%; Pf growth 48h: 15%

What do the screens show for `CC1S/C(=C(\C#N)C(N)=O)N(c2ccc(F)cc2)C1=O` (stereo not drawn)?
CHX counter: -8; LmPK inhibitor: 2%; Pf growth 96h: 1%; AmpC no deterg: -24%; Shiga toxin inh: -2; Tb PYK inh: -1%; Pf growth 48h: 7%

How did CCOc1ncccc1C(=O)N(C)CC(=O)Nc1ccccc1SC do in these assays?
CHX counter: -2; LmPK inhibitor: -2%; Pf growth 96h: inactive; AmpC no deterg: -19%; Shiga toxin inh: -6; Tb PYK inh: 5%; Pf growth 48h: 4%

What do the screens show for `O=C(NCc1ccc2c(c1)OCO2)C(=O)NCC1OCCN1S(=O)(=O)c1ccc(F)cc1` (stereo not drawn)?
CHX counter: 1; LmPK inhibitor: -4%; Pf growth 96h: -15%; AmpC no deterg: -23%; Shiga toxin inh: -5; Tb PYK inh: 7%; Pf growth 48h: 0%

What do the screens show for `Cc1ccc(SC(=O)COc2ccc(C)c(C)c2)cc1`?
CHX counter: -6; LmPK inhibitor: -1%; Pf growth 96h: 11%; AmpC no deterg: -24%; Shiga toxin inh: -26; Tb PYK inh: 31%; Pf growth 48h: inconclusive

What do the screens show for `Cc1cc(C)c(O)c(-c2cc(C(=O)NCCc3ccc(S(N)(=O)=O)cc3)[nH]n2)c1`?
CHX counter: -2; LmPK inhibitor: 0%; Pf growth 96h: -14%; AmpC no deterg: -37%; Shiga toxin inh: 8; Tb PYK inh: 3%; Pf growth 48h: -21%

Results for CCn1c(-c2ccoc2C)n[nH]c1=S ?
CHX counter: -2; LmPK inhibitor: -1%; Pf growth 96h: -3%; AmpC no deterg: -12%; Shiga toxin inh: -14; Tb PYK inh: inconclusive; Pf growth 48h: inconclusive

What do the screens show for `COC(=O)c1sccc1NC(=S)Nc1cccc(F)c1`?
CHX counter: -1; LmPK inhibitor: 2%; Pf growth 96h: 10%; AmpC no deterg: -14%; Shiga toxin inh: 9; Tb PYK inh: 8%; Pf growth 48h: 4%

How did Cc1nc(-c2ccc(F)cc2)c(CC(=O)N2CCN(S(=O)(=O)c3cccc(Cl)c3)CC2)s1 do in these assays?
Pf growth 96h: 6%; AmpC no deterg: 75%[activator]; Tb PYK inh: -6%; Pf growth 48h: inconclusive

Results for CSc1ccc(C#N)cc1NC(=O)c1ccc(Cl)cc1 ?
CHX counter: 7; LmPK inhibitor: 1%; Pf growth 96h: 6%; AmpC no deterg: -24%; Shiga toxin inh: -2; Tb PYK inh: -2%; Pf growth 48h: 16%

What do the screens show for `CCOC(=O)c1c(NC(=S)Nc2cccnc2)sc(C)c1C`?
CHX counter: -4; LmPK inhibitor: 4%; Pf growth 96h: 63%[activator]; AmpC no deterg: -8%; Shiga toxin inh: -5; Tb PYK inh: -10%; Pf growth 48h: 32%[activator]

How did COc1cc(/C=N/NC(=O)CC2(C)OCCCO2)ccc1OCc1ccccc1 do in these assays?
CHX counter: 23*; LmPK inhibitor: 2%; Pf growth 96h: 5%; AmpC no deterg: -1%; Shiga toxin inh: 9; Tb PYK inh: -6%; Pf growth 48h: -17%

What do the screens show for `COc1ccc(/C(=N/Nc2ncnc3ccccc23)C(=O)O)cc1`?
CHX counter: 47*; LmPK inhibitor: 1%; Pf growth 96h: 0%; AmpC no deterg: -25%; Shiga toxin inh: 89*; Tb PYK inh: 4%; Pf growth 48h: inconclusive

How did COc1ccccc1NC(=O)c1nn(C)cc1Br do in these assays?
CHX counter: 13; LmPK inhibitor: -3%; Pf growth 96h: 21%; AmpC no deterg: -10%; Shiga toxin inh: -13; Tb PYK inh: -11%; Pf growth 48h: 0%

Gathered by group, the compounds so far containing a Cl atom
Results for Cc1c(C)c2cc(Cl)c(OCC(=O)N3CCN(c4ccc(F)cc4)CC3)cc2oc1=O ?
CHX counter: -2; LmPK inhibitor: 1%; Pf growth 96h: -1%; AmpC no deterg: -11%; Shiga toxin inh: -9; Tb PYK inh: -5%; Pf growth 48h: 8%

Results for CCN1CCN(c2c(Cl)cccc2NC(=O)c2ccc([N+](=O)[O-])cc2)CC1 ?
CHX counter: -9; LmPK inhibitor: 0%; Pf growth 96h: 10%; AmpC no deterg: -19%; Shiga toxin inh: -13; Tb PYK inh: 1%; Pf growth 48h: -39%[1.15 µM]

What do the screens show for `Cn1c(=O)[nH]c(=O)c2c1nc(CN1CCN(c3cccc(Cl)c3)CC1)n2CCN1CCOCC1`?
CHX counter: 1; LmPK inhibitor: 5%; Pf growth 96h: 11%; AmpC no deterg: 0%; Shiga toxin inh: 10; Tb PYK inh: -11%; Pf growth 48h: -30%

How did Cc1nc(-c2ccc(F)cc2)c(CC(=O)N2CCN(S(=O)(=O)c3cccc(Cl)c3)CC2)s1 do in these assays?
Pf growth 96h: 6%; AmpC no deterg: 75%[activator]; Tb PYK inh: -6%; Pf growth 48h: inconclusive

Results for CSc1ccc(C#N)cc1NC(=O)c1ccc(Cl)cc1 ?
CHX counter: 7; LmPK inhibitor: 1%; Pf growth 96h: 6%; AmpC no deterg: -24%; Shiga toxin inh: -2; Tb PYK inh: -2%; Pf growth 48h: 16%
